# Assay outcomes (PubChem BioAssay)
# Mdm2 MdmX PPI: inhibitors of human Mdm2-MdmX association, primary screen, cell-based, luminescence, split luciferase, SaOS-2, uHTS. SaOS-2 split-luciferase Mdm2/MdmX complementation. 330,000 compounds, 3% hits. inhibition, % at 8 µM. Protein Mdm4 (Homo sapiens) + E3 ubiquitin-protein ligase Mdm2 (Homo sapiens), …;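 active means inhibition of at least 50% at 8 µM in the primary screen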
# APJ antag: antagonists of human apelin receptor APJ, primary screen, CHO-K1 cells, beta-arrestin complementation, luminescence; P35414; inhibition, % at 20 µM; 330,000 compounds, 0.32% hits; AID 2521, 2010;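 active means inhibition above about 40% at 20 µM, limit read from the data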;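 further: cells challenged with 10 nM apelin-13 agonist together with compound; plate controls were apelin-13 plus DMSO wells for no effect and DMSO wells lacking apelin-13 for full effect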
# Target sequence (P35414 whole entry, looked up): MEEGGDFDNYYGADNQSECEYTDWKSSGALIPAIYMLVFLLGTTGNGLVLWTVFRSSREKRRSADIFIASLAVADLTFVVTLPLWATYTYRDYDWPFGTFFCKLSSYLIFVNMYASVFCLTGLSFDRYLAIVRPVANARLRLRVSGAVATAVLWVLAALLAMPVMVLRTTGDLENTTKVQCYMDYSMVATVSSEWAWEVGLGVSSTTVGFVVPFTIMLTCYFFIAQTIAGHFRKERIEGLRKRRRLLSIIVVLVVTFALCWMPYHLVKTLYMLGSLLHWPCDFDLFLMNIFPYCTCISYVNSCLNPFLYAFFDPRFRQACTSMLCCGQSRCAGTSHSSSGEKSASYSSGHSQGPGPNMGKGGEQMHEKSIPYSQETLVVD
# 697 NFkB inh: inhibitors of PMA/ionomycin-induced NF-kB reporter, 697 cells, primary screen, B-cell NF-kB inhibitor project, cell-based, luminescence, uHTS | inhibition, % at 4 µM | 330,000 compounds, 0.33% hits | 697 B-cell NF-kB luciferase reporter, 16 h | AID 435022, 2010; in the data active means inhibition above about 35%
# UPR CHOP act: activators of apoptotic CHOP UPR arm, primary screen, cell-based, CHO-CHOP luciferase reporter, luminescence, uHTS. UPR activation; percent of tunicamycin response over DMSO baseline. AID 449763, 2010. activation, % at 10 µM. 330,000 compounds, 0.34% hits;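 active means at 10 µM dose, activation of 40% or more, normalized to positive control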;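 further: 100% = tunicamycin at 10 µg/mL and 0% = DMSO alone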
#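 Evaluation: % reporter activation, DMSO baseline versus tunicamycin full activation; System: CHO-CHOP luciferase reporter cell line; Input: 500 cells/well; Incubation: 6 h compound treatment, 37 °C; Measured by: Steady-Glo luciferase luminescence; Dosing: one dose, 10 µM in 0.5% DMSO; Buffer or medium: F12 medium, 10% FBS; Benchmarks: positive tunicamycin 10 µg/mL, negative DMSO alone.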
# APJ ag: agonists of human apelin receptor APJ, primary screen, CHO-K1 cells, PathHunter beta-arrestin, luminescence. P35414. 0% DMSO wells, 100% apelin. activation, % at 20 µM. 330,000 compounds, 0.11% hits. AID 2520, 2010;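 active means activation more than six SD over the plate average, tested at 20 µM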;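 further: 0% = DMSO alone and 100% = apelin-13 at 10 nM; some results filed as inactive read as strong as hits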
#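 Test system – PathHunter CHO-K1 APJ (AGTRL-1) beta-arrestin reporter cells · Input – 1000 cells/well · Compound – single test compound dose, 20 µM final, 1% DMSO · Times – compound stimulation 90 min at 25 °C, detection 60 min · Technique – beta-gal luminescence · Read-out basis – APJ–arrestin association signal · Control set – negative DMSO alone, positive Apelin-13 at 10 nM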
# tim23-1 inh: growth inhibitors of tim23-1 mutant yeast, primary screen, luminescence, uHTS | S. cerevisiae tim23-1 growth, BacTiter-Glo luminescence, 24 h | inhibition, % at 20 µM | 330,000 compounds, 1.3% hits | AID 463212, 2010;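 active means growth inhibition of the mutant yeast at or above 50%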;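 further: temperature-sensitive mutant grown at 25 °C; plate controls were DMSO-treated mutant yeast for no effect and medium wells lacking yeast for full effect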
# XBP1 UPR activ: activators of adaptive XBP1 UPR arm, primary screen, cell-based, CHO-XBP1 luciferase reporter, luminescence, uHTS | activation, % at 20 µM | IRE1-XBP1 UPR activation; percent of tunicamycin response, DMSO as zero | AID 463104, 2010 | 330,000 compounds, 0.33% hits;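 active means versus positive control, 20 µM dose yields 30% or more activation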;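 further: 100% = tunicamycin at 10 µg/mL and 0% = DMSO only wells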
#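 incubation = overnight seeding at 37 °C, 6 h compound treatment at 37 °C | assay system = CHO-XBP1 cells stably carrying IRE1-XBP1-driven luciferase reporter | input = 1000 cells per well | detection = luciferase luminescence | dosing = single point, 20 µM final compound, 1% DMSO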
# Jurkat NFkB inh: inhibitors of induced NF-kB luciferase reporter, primary screen, TCR NF-kB activation inhibitor project, cell-based, luminescence, uHTS | Jurkat, PMA/ionomycin-induced NF-kB luciferase reporter | inhibition, % at 4 µM | 330,000 compounds, 0.53% hits; in the data active means inhibition above about 50%
# Active calls of the source: *. An unsorted share of the library. About 5% of those tested had a hit in this group.
SMILES,Mdm2 MdmX PPI,APJ antag,697 NFkB inh,UPR CHOP act,APJ ag,tim23-1 inh,XBP1 UPR activ,Jurkat NFkB inh
CC1CN(C(=O)C(C)Sc2nnnn2C)CC(C)O1 (stereo not given),2,14,18,-1.4,0,4,-1,-18
COc1ccc(C(C(=O)NCC2CCCO2)N(C(=O)CNC(=O)c2cccs2)c2ccc(NC(C)=O)cc2)cc1OC (stereo not given),6,4,5,-1.5,-3,11,-3,4
Cc1[nH]c(=S)[nH]c(=O)c1CCOc1ccccc1,31,5,9,-0.8,-2,9,0,-1
CCN(CC(=O)Nc1ccc(NC(C)=O)cc1)C(=O)C1CCCC1,9,-18,17,0.1,0,7,1,14
CCCCn1cnc(C(=O)OCC)c1N,-9,13,-4,1.1,-3,7,5,-8
CCCCn1c(N)c(N(CCOC)C(=O)C(C)N2C(=O)c3ccccc3C2=O)c(=O)[nH]c1=O (stereo not given),18,17,4,-0.9,-2,-16,-2,-1
COc1cccc(NC(=O)C(=O)N/N=C/c2ccc3c(c2)OCO3)c1,-2,2,-16,4.8,0,8,-2,-3
O=C(c1ccc(F)cc1)N1CCN(Cc2ccccc2)CC1,-3,-1,6,0.1,-1,2,-5,-10
CC(C)C(=O)Nc1ccc(NC(=O)c2ccc3c(c2)OCO3)cc1,10,-15,50*,2.3,-2,9,-4,-12
Cc1cccc(NC(=O)NCC(F)(F)F)n1,0,-1,2,-1.7,-1,0,-1,-11
COc1ccc(Br)c(-c2nnc(CS(=O)(=O)c3ccccc3)o2)c1,-19,18,-55,5.0,0,48,2,-43
COc1ccc(CNC(=O)COC(=O)[C@H](Cc2c[nH]c3ccccc23)NC(=O)c2cccs2)cc1,9,0,-2,4.8,4,9,-1,16
CCn1ncc(S(=O)(=O)N2CCN(c3cccc(OC)c3)CC2)c1C,-28,-3,-22,2.1,3,33,-3,-8
CCOC(=O)c1c(NC(=O)CSc2nnc(-c3cccnc3)o2)sc(C)c1C,-7,13,8,0.1,-1,1,1,-6
O=C(NCCc1ccccc1)[C@@H]1CC=C[C@@H]2CCN(C3CCCCC3)C(=O)[C@@H]21,3,23,18,-0.8,3,26,-2,13
O=[N+]([O-])c1ccc(N(CC2CO2)S(=O)(=O)c2ccccc2)cc1 (stereo not given),20,21,6,1.1,-2,-21,3,19
N#CCn1cc(/C=N/NC(=O)c2cc3c(ccc4ccccc43)o2)c2ccccc21,46,-4,-5,6.0,6,8,4,18
Cc1nn2c(=S)[nH]nc2[nH]c1=O,5,-28,11,-1.0,-1,0,-4,-15
O=C(c1ccc(Cl)c(S(=O)(=O)N2CCCCCC2)c1)N1CCN(c2ccc(O)cc2)CC1,-2,-10,-21,0.4,1,27,-5,23
COc1ccc(CC(=O)OCC(=O)Nc2c(C)n(C)n(-c3ccccc3)c2=O)cc1,-15,-5,15,-3.7,-5,-1,-3,8
COc1ccc(NC(=O)c2ccc(S(=O)(=O)N(C)C)cc2)cc1,0,-17,-9,1.2,-3,22,0,-6
Cc1ccc(NC(=O)c2ccc(Cl)cc2[N+](=O)[O-])nc1,30,-15,-52,-1.8,-1,5,0,42
COc1cc2ccccc2cc1C(=O)N/N=C/c1cccnc1,33,-12,5,0.3,-3,25,-2,35
COC(=O)c1ccc(COc2ccccc2[N+](=O)[O-])o1,-18,8,-24,1.3,-1,16,2,-8
O=C(c1cccc(C(F)(F)F)c1)C1CCCN(C(=O)c2cc(C3CC3)[nH]n2)C1 (stereo not given),-7,-14,-12,1.4,10,28,-3,2

# Two entries from above, reformatted:
# Values in the order: Mdm2 MdmX PPI | APJ antag | 697 NFkB inh | UPR CHOP act | APJ ag | tim23-1 inh | XBP1 UPR activ | Jurkat NFkB inh
> COc1ccc(NC(=O)c2ccc(S(=O)(=O)N(C)C)cc2)cc1
    0 | -17 | -9 | 1.2 | -3 | 22 | 0 | -6
> Cc1ccc(NC(=O)c2ccc(Cl)cc2[N+](=O)[O-])nc1
    30 | -15 | -52 | -1.8 | -1 | 5 | 0 | 42

# Sorted by SMILES length (rising): some entries from above.
SMILES,Mdm2 MdmX PPI,APJ antag,697 NFkB inh,UPR CHOP act,APJ ag,tim23-1 inh,XBP1 UPR activ,Jurkat NFkB inh
COC(=O)c1ccc(COc2ccccc2[N+](=O)[O-])o1,-18,8,-24,1.3,-1,16,2,-8
CCN(CC(=O)Nc1ccc(NC(C)=O)cc1)C(=O)C1CCCC1,9,-18,17,0.1,0,7,1,14
N#CCn1cc(/C=N/NC(=O)c2cc3c(ccc4ccccc43)o2)c2ccccc21,46,-4,-5,6.0,6,8,4,18
O=C(c1cccc(C(F)(F)F)c1)C1CCCN(C(=O)c2cc(C3CC3)[nH]n2)C1 (stereo not given),-7,-14,-12,1.4,10,28,-3,2

# Returning to the listing, starting two compounds before the break.
SMILES,Mdm2 MdmX PPI,APJ antag,697 NFkB inh,UPR CHOP act,APJ ag,tim23-1 inh,XBP1 UPR activ,Jurkat NFkB inh
COC(=O)c1ccc(COc2ccccc2[N+](=O)[O-])o1,-18,8,-24,1.3,-1,16,2,-8
O=C(c1cccc(C(F)(F)F)c1)C1CCCN(C(=O)c2cc(C3CC3)[nH]n2)C1 (stereo not given),-7,-14,-12,1.4,10,28,-3,2
CCCCCCNC(=O)Cc1c(O)c2ccccc2[nH]c1=O,-16,-11,-5,-1.6,-2,-13,-2,0
Cc1cc2nnc(SCC(=O)Nc3cccc(S(=O)(=O)N4CCOCC4)c3)n2c2ccccc12,20,11,2,1.4,-1,1,-4,18
CCN(CC)S(=O)(=O)c1ccc(Cl)c(NC2=NCCCCC2)c1,12,1,8,-1.6,-2,12,-2,-4
N/C(=N\OC(=O)c1ccccc1)c1ccccn1,42,-1,-142,-10,1,33,-7,-77
CCn1c(SCC(=O)NCc2ccccc2)nnc1C(CO)NC(=O)c1ccccc1 (stereo not given),6,1,15,-1.0,-3,6,-3,14
C=CCN(C(=O)CCC(=O)Nc1cc(C)on1)C(C(=O)NC(C)(C)C)c1cccc(OC)c1OC (stereo not given),36,-17,15,0.3,3,7,2,0
CCc1cc2ccc(OC)cc2nc1SCC(=O)NNC(=O)c1ccco1,-2,10,3,0.5,1,49,-3,-14
Cn1c(=O)c2c(SCC(=O)NCCc3ccccc3)nc(C3CC3)nc2n(C)c1=O,5,2,-11,-0.8,-3,12,-2,-14
COc1ccc(N2CCN(Cc3nc4scc(-c5cccs5)c4c(=O)[nH]3)CC2)cc1,9,-7,0,-1.9,-2,-6,-4,-21
CCCn1nnnc1NCc1ccc(Cl)cc1Cl,4,1,-1,0.1,0,16,0,-5
O=C(COc1cccnc1[N+](=O)[O-])NCc1cccs1,-8,1,12,-0.9,-2,7,-2,3
Cc1ccc(C2(c3ccccc3)NC(=O)N(CC(=O)NC3CCS(=O)(=O)C3)C2=O)cc1C (stereo not given),3,1,7,-1.3,-4,6,-3,11
Cc1ccc(C)c(NC(=O)c2ccc[n+](Cc3ccc([N+](=O)[O-])cc3)c2)c1,14,8,12,-1.6,-3,-3,-4,2
CC(=O)CC1(O)C(=O)N(Cc2ccccc2)c2ccccc21 (stereo not given),-11,8,-9,1.3,-1,3,0,7
CCOC(=O)C1CCN(c2c(N3CCCCCC3)c(=O)c2=O)CC1,2,3,9,-2.5,-2,15,0,-1
CCOc1ccc(N(CC(=O)NC2CCCCC2)C(=O)Cn2nnc(-c3ccc(C)o3)n2)cc1,20,8,12,2.0,-2,8,-2,6
Cc1cc([N+](=O)[O-])nn1CC(=O)NCc1ccccc1,-4,14,2,1.6,2,7,-5,0
COc1ccc(NC(=O)C2=NN(c3ccccc3)C(=O)CC2)cn1,3,-2,24,1.5,-4,-16,0,6
O=C1N[C@@H](c2ccccc2)COC(=O)[C@@H](Cc2ccc(F)cc2)C/C=C\C[C@@H]1CC(=O)N(CCO)Cc1ccccc1,21,-10,7,4.6,1,1,5,7
CC(C)CCN(C(=S)Nc1cccc(C(F)(F)F)c1)C(C)c1ccccn1 (stereo not given),21,7,27,1.0,-1,54*,-1,6
C[C@H](CO)N1C[C@H](C)[C@@H](CN(C)C(=O)NC2CCCCC2)Oc2c(NS(=O)(=O)c3cn(C)cn3)cccc2C1=O,14,-5,10,-0.2,-2,11,-1,6
O=C(NN=C1c2ccccc2-c2ccccc21)c1cccc(Br)c1,40,40,-20,39,-4,-26,9,-17
N#C/C(=C\c1cn(CC(=O)N2CCCC2)c2ccccc12)C(=O)NCc1ccc2c(c1)OCO2,0,4,18,-1.1,-3,12,0,10
O=C(NCC1CCCO1)c1ccc2c(=O)n(CCc3ccccc3)c(=O)[nH]c2c1 (stereo not given),-30,-15,9,0.9,1,18,0,-1
CNC(=S)NCCc1ccc(OC)cc1,-15,-11,2,-3.0,1,5,-2,-4

# Records listed so far printed as active in 697 NFkB inh:
compound	Mdm2 MdmX PPI	APJ antag	697 NFkB inh	APJ ag	Jurkat NFkB inh
CC(C)C(=O)Nc1ccc(NC(=O)c2ccc3c(c2)OCO3)cc1	10	-15	50*	-2	-12

# Next section
SMILES,Mdm2 MdmX PPI,APJ antag,697 NFkB inh,UPR CHOP act,APJ ag,tim23-1 inh,XBP1 UPR activ,Jurkat NFkB inh
COc1ccc(C(=O)COC(=O)c2sc(C)nc2C)cc1Cl,7,1,-16,-1.2,-2,37,-2,19
CCC(=O)N1CCc2cc(Br)cc(S(=O)(=O)N(C)c3ccc(OC)cc3)c21,0,-15,-12,1.5,4,41,-1,-11
COc1cc([N+](=O)[O-])cc(/C=N/NC(=O)C(C)Nc2cccc3ccccc23)c1O (stereo not given),34,-50,9,0.6,0,14,-4,16
Fc1ccc(Cn2ccc(-c3cnc(-c4ccccc4)s3)n2)cc1,-12,5,-81,5.2,-1,22,1,-41
CN(C(=O)CSc1ncn[nH]1)C1(C#N)CCCCC1,-14,-4,17,1.6,-3,-8,-1,4
C#CCNC(=O)C1=C[C@H](c2ccc(C(F)(F)F)cc2)C[C@H](OCCCCO)O1,4,3,7,-0.1,-6,21,3,7
CCOC(=O)C1=NOC(C(=O)NN(C)c2ncc(C(F)(F)F)cc2Cl)C1 (stereo not given),6,4,4,1.3,-2,6,-3,10
